# Source: PubChem BioAssay
# TAG inh: triacylglycerol accumulation inhibition. 0.66% of 230,000 active. AID 651582. inhibition, % at 12.5 µM. H9c2 cells, Nile Red lipid (TAG) fluorescence; cells loaded with 200 µM oleic acid;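 active = pattern-corrected inhibition of lipid staining of at least 50% with the nuclear-stain viability signal not falling by more than 50%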;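 note: 0% = DMSO wells and 100% = triacsin C control wells; some results filed as inactive read as strong as hits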
# TAG inh DAPI viability: also measured in TAG inh; calls as there; DAPI nuclei signal change (viability), lower = more cytotoxic, %;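 whole-well DAPI fluorescence read on a plate reader as a viability signal; minus 50 percent equals half of cells still viable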
# * = called active by the depositor; i = inactive. These rows are one share of the data; count on the stated rates, not on these rows.
SMILES,TAG inh,TAG inh DAPI viability
COc1ccccc1C(=O)N/N=C1/NC(=O)CC(C(=O)Nc2ccccc2)S1 (stereo not given),11.6,-2.6
COc1ccc(C)cc1NC(=O)C1CCN(C(=O)Cc2ccccc2)CC1,-14.0,15.3
CN1CCN(C(=O)c2cc(Cl)cc(Cl)c2)CC1,3.2,7.6
Cc1occc1-c1nnc(SCC(N)=O)o1,-18.5,16.7
CSc1ncccc1C(=O)OCC(=O)N(C)C,16.2,-1.4
CC(C)CN(C(=O)CSc1nnnn1-c1ccccc1)c1c(N)n(CC(C)C)c(=O)[nH]c1=O,-2.2,-1.1
COc1cccc(-c2ncc3ccccn23)c1,1.9,-2.4
CNS(=O)(=O)c1cccc(C(=O)OCC(=O)c2ccc3c(c2)OCCO3)c1,-15.2,8.6
CCN(C(=O)COC(=O)C1CCC(C(C)(C)C)CC1)c1c(N)n(Cc2ccccc2)c(=O)[nH]c1=O (stereo not given),5.2,0.1
CCC(=O)C1CCCN(C(=O)c2cccc(OC3CCN(S(C)(=O)=O)CC3)c2)C1 (stereo not given),-3.3,-5.5
Cc1ccc(/C=C/c2onc(C)c2S(=O)(=O)N2CCC(C(=O)N3CCCCC3)CC2)cc1,-16.5,-1.7
Cc1cc(Sc2ccc([N+](=O)[O-])cn2)ccc1Br,3.0,-0.9
CN(CCc1cn[nH]c1)Cc1nc(Cc2ccccc2)no1,-16.2,0.4
Cc1ccc(C(=O)c2ccccc2C(=O)O)s1,4.7,-9.6
CCOC(=O)C1CCCN(CCC(=O)Nc2ccc(Br)c(C)c2)C1 (stereo not given),2.1,1.6
O=C(NCc1cccc(Cl)c1)c1ccc2nc(N3CCOCC3)sc2c1,-16.2,-1.7
CCOc1ccc(Cl)cc1-c1cc(C(=O)Nc2ccc(Br)cc2)[nH]n1,-7.3,10.9
Cc1ccc2c(c1)C(CCN)C(=O)N2Cc1ccccc1 (stereo not given),11.9,4.8
O=C(CSc1ccc(F)cc1)Nc1ccc(N2CCOCC2)c(Cl)c1,-14.0,-9.7
CN(C(=O)/C=C/c1ccccc1)C1CCCCC1,5.7,-7.7
O=c1cc(CN2CCN(S(=O)(=O)c3ccc4ccccc4c3)CC2)nc2sccn12,11.4,-2.9
O=C(Cc1c(F)cccc1Cl)NNC(=O)c1ccc(Br)s1,-15.6,7.1
c1ccc(Sc2ccncc2)cc1,5.2,-5.7
COc1cc(NC(=O)NCc2ccco2)ccc1-c1ccc(NC(=O)NCc2ccco2)cc1OC,25.0,-6.2
O=C(CSc1nnc(C2COc3ccccc3O2)o1)N1CCCC1 (stereo not given),-3.5,-3.6
# Going on with the list:
SMILES,TAG inh,TAG inh DAPI viability
S=c1[nH]nc(-c2ccncc2)n1/N=C/c1ccccc1Cl,2.2,-2.8
CCc1cc(=O)[nH]c(SCC(=O)Nc2ccc3c(c2)OCCO3)n1,-0.5,-9.1
O=c1[nH]c(/C=C\c2ccc(O)cc2)nc(O)c1[N+](=O)[O-],-3.6,-4.2
COc1cccc(C(=O)N[C@@H](CCSC)c2nc3ccccc3[nH]2)c1,-2.3,-18.1
COc1ccccc1-c1cc(C(=O)N/N=C/c2ccoc2)c2ccccc2n1,16.1,-5.9
Cc1ccc(C(=O)NCC(=O)N(C)CC(=O)Nc2c(Cl)cccc2Cl)s1,-7.5,-0.3
O=c1[nH]oc2cc(Cl)ccc12,-3.6,1.4
CC(=O)Nc1ccc(C(=O)NNC(=O)c2ccc(Cl)cc2)cc1,-8.6,-4.1
CC1(C)C(=O)Nc2ccccc2N1C(=O)COc1ccccc1C#N,-4.1,8.9
Cc1cc(C)cc(NC(=S)N(Cc2ccc(Br)cc2)Cc2ccc(C(=O)O)cc2)c1,-8.6,1.5
COc1ccc(CCNC(=O)C(C)Sc2ccccc2)cc1OC (stereo not given),-12.5,-0.9
CCOC(=O)c1cc(C)n(CCc2ccccc2)c1C,-11.8,-4.3
COc1ccc(CCNC(=O)COc2ncnc3cc([N+](=O)[O-])ccc23)cc1,-13.6,3.9
Cc1cc(NC(=O)COc2coc(CN3CCN(c4ccccc4F)CC3)cc2=O)no1,8.4,-6.4
Cc1ccccc1OCC(=O)Nc1ccc(Cc2ccncc2)cc1,-23.6,10.1
O=C(COC(=O)CN1CCSC1=O)Nc1ccc(F)cc1Cl,16.1,-3.4
Cc1ccc(SCC(=O)N(C)C2CCS(=O)(=O)C2)c(C)c1 (stereo not given),0.0,-0.6
COc1cccc2cc(C(=O)N3CCN(c4ccccn4)CC3)c(=O)oc12,-0.6,-2.2
Cc1cccc(C(=O)N2CCCC(N3CCN(c4cccc(Cl)c4)CC3)C2)n1 (stereo not given),13.9,-9.1
O=C(O)CCCCCNC(=O)c1ccc(Br)cc1,12.6,-11.1
Cc1ccccc1CN1CCCOCCS1(=O)=O,12.5,-3.7
COc1ccccc1S(=O)(=O)N(C)C[C@H]1OCc2cn(nn2)CCCC(=O)N([C@@H](C)CO)C[C@@H]1C,-0.1,-6.1
COc1cc(C2NC(=O)NC(C)=C2C(=O)OC2CCCC(C)C2)cc(Br)c1O (stereo not given),-2.0,-3.6
Cc1ccc(-c2csc(N(CCO)CCCn3c(C(F)(F)F)nc4cc(C(F)(F)F)ccc43)n2)cc1,-10.7,-3.7
COc1cccc(C(C)(O)c2nc(-c3cnn(C)c3)cs2)c1 (stereo not given),-0.4,-8.1

# Laid out differently: 26 of the compounds above.
# Each structure is followed by: TAG inh | TAG inh DAPI viability
> O=C(Cc1c(F)cccc1Cl)NNC(=O)c1ccc(Br)s1
    -15.6 | 7.1
> c1ccc(Sc2ccncc2)cc1
    5.2 | -5.7
> COc1cc(NC(=O)NCc2ccco2)ccc1-c1ccc(NC(=O)NCc2ccco2)cc1OC
    25.0 | -6.2
> O=C(CSc1nnc(C2COc3ccccc3O2)o1)N1CCCC1 (stereo not given)
    -3.5 | -3.6
> S=c1[nH]nc(-c2ccncc2)n1/N=C/c1ccccc1Cl
    2.2 | -2.8
> CCc1cc(=O)[nH]c(SCC(=O)Nc2ccc3c(c2)OCCO3)n1
    -0.5 | -9.1
> O=c1[nH]c(/C=C\c2ccc(O)cc2)nc(O)c1[N+](=O)[O-]
    -3.6 | -4.2
> COc1cccc(C(=O)N[C@@H](CCSC)c2nc3ccccc3[nH]2)c1
    -2.3 | -18.1
> COc1ccccc1-c1cc(C(=O)N/N=C/c2ccoc2)c2ccccc2n1
    16.1 | -5.9
> Cc1ccc(C(=O)NCC(=O)N(C)CC(=O)Nc2c(Cl)cccc2Cl)s1
    -7.5 | -0.3
> O=c1[nH]oc2cc(Cl)ccc12
    -3.6 | 1.4
> CC(=O)Nc1ccc(C(=O)NNC(=O)c2ccc(Cl)cc2)cc1
    -8.6 | -4.1
> CC1(C)C(=O)Nc2ccccc2N1C(=O)COc1ccccc1C#N
    -4.1 | 8.9
> Cc1cc(C)cc(NC(=S)N(Cc2ccc(Br)cc2)Cc2ccc(C(=O)O)cc2)c1
    -8.6 | 1.5
> COc1ccc(CCNC(=O)C(C)Sc2ccccc2)cc1OC (stereo not given)
    -12.5 | -0.9
> CCOC(=O)c1cc(C)n(CCc2ccccc2)c1C
    -11.8 | -4.3
> COc1ccc(CCNC(=O)COc2ncnc3cc([N+](=O)[O-])ccc23)cc1
    -13.6 | 3.9
> Cc1cc(NC(=O)COc2coc(CN3CCN(c4ccccc4F)CC3)cc2=O)no1
    8.4 | -6.4
> Cc1ccccc1OCC(=O)Nc1ccc(Cc2ccncc2)cc1
    -23.6 | 10.1
> O=C(COC(=O)CN1CCSC1=O)Nc1ccc(F)cc1Cl
    16.1 | -3.4
> Cc1ccc(SCC(=O)N(C)C2CCS(=O)(=O)C2)c(C)c1 (stereo not given)
    0.0 | -0.6
> COc1cccc2cc(C(=O)N3CCN(c4ccccn4)CC3)c(=O)oc12
    -0.6 | -2.2
> Cc1cccc(C(=O)N2CCCC(N3CCN(c4cccc(Cl)c4)CC3)C2)n1 (stereo not given)
    13.9 | -9.1
> O=C(O)CCCCCNC(=O)c1ccc(Br)cc1
    12.6 | -11.1
> Cc1ccccc1CN1CCCOCCS1(=O)=O
    12.5 | -3.7
> COc1ccccc1S(=O)(=O)N(C)C[C@H]1OCc2cn(nn2)CCCC(=O)N([C@@H](C)CO)C[C@@H]1C
    -0.1 | -6.1

# Remaining list, next part.
SMILES,TAG inh,TAG inh DAPI viability
CC1(C(=O)Nc2cccc3ncccc23)CCN1C(=O)C1(c2ccccc2)CC1 (stereo not given),1.7,-2.3
Cc1ccc(NC(=O)N(CCC#N)Cc2ccccc2)cc1,-13.5,7.6
Fc1ccc(Cn2cc(C(=S)N3CCOCC3)c3ccccc32)cc1,-10.3,-2.4
Cc1nn(C)cc1CNC(=O)C1CCC(=O)N(CC2CCCCC2)C1 (stereo not given),-3.8,1.8
COc1cc(OC)c(S(=O)(=O)NC(C)C)cc1C(=O)O,11.4,-15.6
CCn1c(SCC(=O)Nc2nc(C)cs2)nnc1-c1ccoc1C,32.4,-10.8
CCN(C(=O)CSc1cccc[n+]1[O-])C1CCCCC1,-4.9,-7.6
CCNC(=S)Nc1cccc(S(=O)(=O)Nc2ccccc2OC)c1,-4.1,0.0
COc1cc(/C=C/C(=O)OCC(=O)NC(=O)NC(C)C)cc(OC)c1OC,-5.6,4.8
CC1(C)c2ccccc2C(=O)c2ccccc21,-2.8,2.5
CN1C(=O)C(O)(CC(=O)c2ccncc2)c2ccccc21 (stereo not given),-4.2,3.1
COc1ccc(-c2nc(CN3CCC(C(=O)N4CCc5ccccc54)CC3)c(C)o2)cc1OC,2.8,10.0
CCCCn1c(-c2ccc(C(C)(C)C)cc2)nc2cc3[nH]c(=O)c(C(C)C)nc3cc21,-9.3,29.9
Cc1ccc(-n2ncc3c(SCC(=O)Nc4cc(C)on4)ncnc32)c(C)c1,-7.0,-10.0
COc1ccc(/C=C/c2c(-c3ccc(OC)cc3)oc3cccnc23)cc1,29.5,i
O=C(CCCCCNC(=O)c1ccccc1)N/N=C/c1ccccc1,1.9,0.1
Cn1cnnc1SCC(=O)Nc1ccc(N2CCOCC2)cc1,-11.3,5.3
Cc1c(C(=O)c2ccc([N+](=O)[O-])cc2)c(=O)n(C)c(=O)n1C,-0.2,2.0
O=C(Nc1ccccc1)c1ccn[nH]1,-13.0,10.1
COc1cnc(SC(C)C)[nH]c1=O,-4.4,-0.7
Cc1ccc(S(=O)(=O)N(C)C)cc1NC(=O)C(C)OC(=O)C1CCC1 (stereo not given),-11.4,-4.7
N#C/C(=C\C=C\c1ccccc1[N+](=O)[O-])C(=O)NC1CCCCC1,2.6,2.1
C[C@H]1CN([C@@H](C)CO)C(=O)c2cc(Br)cnc2O[C@H]1CN(C)C(=O)c1ccc2c(c1)OCO2,-9.9,-0.3
CCN(CC)c1ccc2c(O)cc(=O)oc2c1,9.9,-1.1
CCN1CCCC1CNC(=O)C(=O)NCCc1ccc(OC)c(OC)c1 (stereo not given),11.0,-11.1

# Entries of single compounds from above.
# Entry for `COc1cc(C2NC(=O)NC(C)=C2C(=O)OC2CCCC(C)C2)cc(Br)c1O` (stereo not given) = TAG inh: -2.0; TAG inh DAPI viability: -3.6
# Entry for `CCCCn1c(-c2ccc(C(C)(C)C)cc2)nc2cc3[nH]c(=O)c(C(C)C)nc3cc21` = TAG inh: -9.3; TAG inh DAPI viability: 29.9

# The list goes on:
SMILES,TAG inh,TAG inh DAPI viability
CCN(CC)c1ccc(C(=O)N/N=C(\C)c2cccc(OC)c2)cc1,3.4,7.4
COc1ccc(CNC(=O)Nc2ccc3c(c2)c(=O)n(C)n3Cc2cccc(C(F)(F)F)c2)cc1,-38.3,27.8
OC(c1ccccc1)c1nc(/C=C/c2ccccc2)cs1 (stereo not given),-6.3,4.2
CS(=O)(=O)N1CCN(C(=O)c2ccc3c(c2)OCCO3)CC1,-9.7,7.5
CN(C)CCCNC(=O)c1ccccc1Oc1ccccc1,0.2,5.9
NC1=NC(=O)/C(=C/c2ccc(-c3ccc(S(N)(=O)=O)cc3)o2)S1,8.3,3.0
CC1CCCC(NC(=O)COC(=O)c2ccc(Cl)nc2)C1C (stereo not given),15.1,-4.0
Cc1ccc(NC(=O)C2COc3ccccc3O2)cc1 (stereo not given),-7.9,-0.4
COc1ccc(C)cc1S(=O)(=O)Nc1cc2c3c(c1)CCN3C(=O)CC2,-18.2,29.8
c1cnc2ccc(C(c3nnnn3C3CCCC3)N3CCN4CCCC4C3)cc2c1 (stereo not given),3.2,-6.1
CC(=O)Nc1ccc(OCC(O)CN2CCN(c3cccc(Cl)c3)CC2)cc1 (stereo not given),-5.4,9.8
O=C(CCNS(=O)(=O)c1ccccc1)N1CCCCCC1,-1.9,-4.1
O=C(COC(=O)c1ccc(Cl)cc1)NC(=O)NC1CCCC1,3.0,-5.0
O=C(CSc1cccc2cccc(Cl)c12)OCC(=O)N1CCN(C(=O)c2ccco2)CC1,-2.3,7.1
CC(/C=C1\SC(=S)N(CCC(=O)Nc2nc(C)cs2)C1=O)=C\c1ccccc1,3.1,-2.9
CC(C)(C)OC(=O)N1CCC(NC(=O)c2nc[nH]c2C(=O)NCc2ccccc2)CC1,0.9,1.8
Cc1ccc(-n2c(SCC(=O)NC3CCS(=O)(=O)C3)nc3ccccc3c2=O)c(C)c1 (stereo not given),-1.8,1.6
COc1ccc(N(CC(=O)NCCSCc2ccco2)S(=O)(=O)c2ccccc2)cc1,-10.9,0.5
CCOC(=O)c1cc(CC)sc1NC(=O)c1cc(OC)c(OC)c(OC)c1,65.6*,0.1*
CCc1ccc(NC(=O)COC(=O)CCC2CCCC2)cc1,14.3,-2.9
N#Cc1ccccc1S(=O)(=O)N1CCN(C(=O)CCc2ccccc2)CC1,15.0,1.6
N#Cc1c(N)n(-c2cccc(C(=O)O)c2)c2nc3ccccc3nc12,3.7,31.1
CCNC(=O)C1(C)CCCN(CC(=O)c2ccccc2OC)C1 (stereo not given),-8.3,1.0
Cc1cccc(NC(=O)Cn2c(=O)n(C)c3ccccc32)c1,-6.1,10.0
